Screens deposited in PubChem BioAssay by several laboratories.
ER stress rescue: protection against thapsigargin-triggered cell killing – 384-well, CSM14.1, ATP luminescence, primary screen (AID 1222) | CSM14.1 thapsigargin-induced death rescue, ATP luminescence; higher % means a stronger effect | cellular ATP content (survival), % at 20 µM; hits with a dose series show EC50 in µM | 190,000 tested, under 10 active;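 active = EC50 below 50 µM in the dose-response confirmation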;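 note: death triggered by thapsigargin at about 15 µM added after 2 h compound pretreatment; cell ATP read after overnight thapsigargin exposure of roughly 18 to 22 hours; normalized against plate controls of thapsigargin alone and 5% DMSO vehicle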
XIAP antagonists: XIAP antagonists, biochemical, IAP family, fluorescence polarization (AID 1018); XIAP BIR domain, fluorescence polarization peptide displacement; higher % means a stronger effect; displacement, % at 20 µM; hits with a dose series show IC50 in µM; actives 0.007% (n = 200,000); in the data active = displacement above about 50%; note: a part of the inactive calls stands beside numbers as strong as those of hits
MT stabilizer: stabilizes microtubules in HeLa cells. % tubulin-high responders, % at 10 µM. actives 0.83% (n = 200,000). HeLa tubulin immunostaining HCS, 24 h; share of cells brighter than vehicle mean+2SD. AID 2205;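 active = plate Z-score above 3 for both tubulin-high and condensed-nucleus cell shares, with cell loss under 80%, at 10 µM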;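 note: anti alpha tubulin signal scored within the nucleus-defined area of each cell; some results filed as inactive read as strong as hits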
bCat nuc transl: alters nuclear translocation of beta-catenin in HeLa cells; immunofluorescence imaging; nuclear translocation activity, % at 5 µM; actives 0.3% (n = 190,000); AID 1665;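 active = nuclear translocation activity above 50% at 5 µM, with a well cell count of 50 or more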;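 note: per-cell ratio of nuclear to cytoplasmic median beta-catenin stain intensity; plate controls were DMSO negative control for no effect and GSK-3 inhibitor IX positive control for full effect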
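Test system: human HeLa cell line; Doses: 5 µM primary, 0.02–20 µM confirmation; Incubation: 24 h compound exposure, 37°C; Detection: beta-catenin immunofluorescence imaging with DAPI; Read-out: beta-catenin nuclear/cytoplasmic ratio, % activation.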
Dynein transport: dynein cargo transport inhibition; AID 1381; z-score, hits read low; actives 0.47% (n = 220,000); 3617.4 mouse cells, GR-EGFP nuclear translocation imaging; test concentration mostly 20 µM; stimulated with dexamethasone, 1 µM; hits give low values;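 active = plate z-score of nuclear minus cytoplasmic receptor signal below a set negative limit, without overly bright fluorescence or cell loss, cut at about -3.5 in these data, passing the limit was not always enough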;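 note: z-score of nuclear minus cytoplasmic ring GR-EGFP intensity difference per well; some compounds called inactive have numbers as strong as hits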
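Also added – dexamethasone, 1.0 µM final · Buffer or medium – tet-free, stripped-serum medium · Schedule – induction 48 h, compound 1 h, agonist 30 min · Detection – formaldehyde fixation, Hoechst nuclear stain, 10x automated fluorescence imaging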
Ins promoter up: MIN6 insulin promoter up-regulation; AID 1625; MIN6 insulin promoter-GFP reporter, high-content imaging; hits give high values; z-score at 5 µM; actives 0.3% (n = 190,000);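 active = z-score above 3 at 5 µM with at least 500 cells counted in the well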
Lipid droplet: hepatic lipid droplet formation modulation; inhibition, % at 6.5 µM; AID 1656; AML12 mouse hepatocytes, oleate lipid droplets, BODIPY imaging; actives 0.4% (n = 240,000);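 active = lipid droplet intensity inhibited by at least 50%, with more than 500 cells counted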
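Material: mouse AML12 hepatocyte cell line, fixed after treatment; Timing: compound with oleate, overnight; Technique: high-content imaging of BODIPY-stained droplets and DAPI nuclei; Probe or stimulus: oleate, 100 µM final; Dosing: compound at 6.5 µM only.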
WT yeast gro inh: growth inhibition of WT yeast, mitochondrial fusion screen. inhibition, % at 10 µM. mitochondrial fusion phenotypic screen, WT strain. actives 2.1% (n = 190,000); in the data active = inhibition above about 58%; tested in S. cerevisiae
Autophagy mod: autophagy modulation, high-content screen; actives 0.98% (n = 190,000); AID 463193; calls only at 10 µM (by protocol); MEF GFP-LC3 puncta imaging; test concentration mostly 10 µM;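 active = percentage of spot-positive cells more than 3 SD above its plate mean, without a fluorescence outlier flag or 80% toxicity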;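 note: spot-positive cell cutoff set from DMSO-treated cells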
WT yeast gro inh mutant strain: further read-out of WT yeast gro inh, marked with its call; inhibition, %; mitochondrial fusion phenotypic screen, mutant strain inhibition
Dynein transport cytoplasmic EGFP: further read-out of Dynein transport, marked with its call; z-score; measured here: cytoplasmic GR-EGFP intensity; hits give high values
Dynein transport nuclear GR-EGFP: second read-out of Dynein transport, no call of its own (marks repeat the call); z-score; measured here: nuclear GR-EGFP intensity;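 lower value marks the stronger effect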
Dynein transport cell count: also measured in Dynein transport; calls as there; z-score; measured here: cell count per field
Ins promoter up cell count: further read-out of Ins promoter up, marked with its call; cell count; measured here: cytotoxicity, nuclei count;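 total cells summed across four imaged fields per well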
Lipid droplet cells 6.5 µM: further read-out of Lipid droplet, marked with its call; cell count; measured here: cell count, cytotoxicity flag;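 cells counted across two imaged fields per well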
bCat nuc transl cell count 5 µM: second read-out of bCat nuc transl, no call of its own (marks repeat the call); cell count; measured here: cell count, cytotoxicity flag
MT stabilizer Hoechst-high %: also measured in MT stabilizer; calls as there; % Hoechst-high responders; measured here: nuclear condensation Hoechst responders;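 share of cells brighter than vehicle mean plus two SD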
MT stabilizer cytotoxicity %: also measured in MT stabilizer; calls as there; toxicity, %; measured here: cytotoxicity by cell density;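 0% = mean cell density of plate MIN control wells and 100% = no cells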
Autophagy mod cell loss 18 h: also measured in Autophagy mod; calls as there; toxicity, %; measured here: cell loss, nuclei count;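 cell loss after 18 h compound exposure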
* = called active by the depositor. Compounds were not picked by outcome; about 4% have a hit in one of these screens.

`Cc1nn(Cc2ccc(Cl)cc2Cl)c(C)c1NC(=O)c1sc2ccccc2c1Cl` gave ER stress rescue -1.3%, XIAP antagonists -17%, MT stabilizer 4.9, bCat nuc transl 3.3, Dynein transport 0.24, Ins promoter up -0.09, WT yeast gro inh -12, Autophagy mod inactive, WT yeast gro inh mutant strain 5, Dynein transport cytoplasmic EGFP -0.23, Dynein transport nuclear GR-EGFP 0.64, Dynein transport cell count 0.85, Ins promoter up cell count 1212, bCat nuc transl cell count 5 µM 1346, MT stabilizer Hoechst-high % 2.8, MT stabilizer cytotoxicity % 7.6 and Autophagy mod cell loss 18 h 22.
Screening Cc1ccc(S(=O)(=O)c2cc3c(=O)n4cc(C)ccc4nc3n(CC3CCCO3)c2=N)cc1 (stereo not drawn) returned ER stress rescue -0.5%, XIAP antagonists -5.1%, bCat nuc transl -1.7, Ins promoter up -0.14, Ins promoter up cell count 1243 and bCat nuc transl cell count 5 µM 878.
CC1(C)CC(=O)C2=C(C1)Nc1ccccc1NC2c1cccs1 (stereo not drawn) was read as ER stress rescue 1.1%, XIAP antagonists -1.2%, MT stabilizer 4.2, bCat nuc transl 0.2, Dynein transport -0.53, Lipid droplet 9, WT yeast gro inh -18, Autophagy mod inactive, WT yeast gro inh mutant strain -9, Dynein transport cytoplasmic EGFP -0.21, Dynein transport nuclear GR-EGFP 0.11, Dynein transport cell count 0.93, Lipid droplet cells 6.5 µM 703, bCat nuc transl cell count 5 µM 1579, MT stabilizer Hoechst-high % 2.3, MT stabilizer cytotoxicity % 9.5 and Autophagy mod cell loss 18 h -9.
`CCC(C)(C)NC(=O)C(C)OC(=O)c1nsc(Cl)c1Cl` (stereo not drawn) gave ER stress rescue 20%, XIAP antagonists -1.2%, MT stabilizer 4.0, bCat nuc transl -1.3, Dynein transport -0.57, Lipid droplet 2, WT yeast gro inh -5, Autophagy mod inactive, WT yeast gro inh mutant strain 1, Dynein transport cytoplasmic EGFP -0.24, Dynein transport nuclear GR-EGFP -0.28, Dynein transport cell count 0.61, Lipid droplet cells 6.5 µM 808, bCat nuc transl cell count 5 µM 547, MT stabilizer Hoechst-high % 2.2, MT stabilizer cytotoxicity % 4.2 and Autophagy mod cell loss 18 h -10.
O=C(C1CCCN(S(=O)(=O)c2cnc[nH]2)C1)N(CCc1ccccc1)Cc1ccccc1 (stereo not drawn) was read as ER stress rescue -0.2%, XIAP antagonists -3.2%, MT stabilizer 4.2, Dynein transport -0.93, Ins promoter up 0.48, WT yeast gro inh 5, Autophagy mod inactive, WT yeast gro inh mutant strain 12, Dynein transport cytoplasmic EGFP 0.023, Dynein transport nuclear GR-EGFP -0.47, Dynein transport cell count 0.96, Ins promoter up cell count 820, MT stabilizer Hoechst-high % 2.5, MT stabilizer cytotoxicity % 5.0 and Autophagy mod cell loss 18 h 92.
For CCOC(=O)c1cc(-c2ccccc2)sc1NC(=S)Nc1cccc(C)n1 the results were ER stress rescue -2.3%, XIAP antagonists -0.8%, MT stabilizer 2.6, bCat nuc transl 1.5, Dynein transport 0.78, Ins promoter up -0.11, WT yeast gro inh -22, Autophagy mod inactive, WT yeast gro inh mutant strain 5, Dynein transport cytoplasmic EGFP -0.19, Dynein transport nuclear GR-EGFP 0.91, Dynein transport cell count -0.42, Ins promoter up cell count 1386, bCat nuc transl cell count 5 µM 1357, MT stabilizer Hoechst-high % 1.2, MT stabilizer cytotoxicity % 6.6 and Autophagy mod cell loss 18 h 24.
`COc1ccc(CNC(=O)CCCn2nc(C)c([N+](=O)[O-])c2C)cc1` gave ER stress rescue -2.0%, XIAP antagonists -8.5%, MT stabilizer 2.2, bCat nuc transl 0.1, Dynein transport -0.097, Ins promoter up 0.98, Lipid droplet 10, WT yeast gro inh -26, Autophagy mod inactive, WT yeast gro inh mutant strain -2, Dynein transport cytoplasmic EGFP -0.25, Dynein transport nuclear GR-EGFP 0.62, Dynein transport cell count 0.21, Ins promoter up cell count 1522, Lipid droplet cells 6.5 µM 678, bCat nuc transl cell count 5 µM 1108, MT stabilizer Hoechst-high % 2.1, MT stabilizer cytotoxicity % 11 and Autophagy mod cell loss 18 h 15.
Screening c1ccc(Oc2cnc3ccccc3n2)cc1 returned ER stress rescue -0.6%, XIAP antagonists -6.3%, MT stabilizer 1.7, bCat nuc transl -2.8, Dynein transport -0.027, Ins promoter up 0.72, WT yeast gro inh 15, Autophagy mod inactive, WT yeast gro inh mutant strain 8, Dynein transport cytoplasmic EGFP -0.18, Dynein transport nuclear GR-EGFP 0.28, Dynein transport cell count 0.064, Ins promoter up cell count 1338, bCat nuc transl cell count 5 µM 975, MT stabilizer Hoechst-high % 1.1, MT stabilizer cytotoxicity % 2.2 and Autophagy mod cell loss 18 h -4.
Nc1nnc(-c2cc3c(ccc4ccccc43)oc2=O)s1 was read as ER stress rescue -2.1%, XIAP antagonists -9.5%, MT stabilizer 7.5, bCat nuc transl -2.3, Dynein transport 0.1, Ins promoter up 8.8*, Lipid droplet -4, WT yeast gro inh 32, Autophagy mod inactive, WT yeast gro inh mutant strain 27, Dynein transport cytoplasmic EGFP 3.1, Dynein transport nuclear GR-EGFP 0.44, Dynein transport cell count 0.34, Ins promoter up cell count 1521*, Lipid droplet cells 6.5 µM 627, bCat nuc transl cell count 5 µM 956, MT stabilizer Hoechst-high % 1.6, MT stabilizer cytotoxicity % 7.4 and Autophagy mod cell loss 18 h 14.
`COC(=O)CSc1nc2sc3c(c2c(=O)[nH]1)CCC3` gave bCat nuc transl -0.6, Dynein transport -0.25, Ins promoter up -0.04, Lipid droplet 2, Dynein transport cytoplasmic EGFP -0.22, Dynein transport nuclear GR-EGFP 0.33, Dynein transport cell count -0.25, Ins promoter up cell count 1102, Lipid droplet cells 6.5 µM 726 and bCat nuc transl cell count 5 µM 1265.

Of the compounds above, 2 have two or more sulfur atoms.
For CCOC(=O)c1cc(-c2ccccc2)sc1NC(=S)Nc1cccc(C)n1 the results were ER stress rescue -2.3%, XIAP antagonists -0.8%, MT stabilizer 2.6, bCat nuc transl 1.5, Dynein transport 0.78, Ins promoter up -0.11, WT yeast gro inh -22, Autophagy mod inactive, WT yeast gro inh mutant strain 5, Dynein transport cytoplasmic EGFP -0.19, Dynein transport nuclear GR-EGFP 0.91, Dynein transport cell count -0.42, Ins promoter up cell count 1386, bCat nuc transl cell count 5 µM 1357, MT stabilizer Hoechst-high % 1.2, MT stabilizer cytotoxicity % 6.6 and Autophagy mod cell loss 18 h 24.
`COC(=O)CSc1nc2sc3c(c2c(=O)[nH]1)CCC3` gave bCat nuc transl -0.6, Dynein transport -0.25, Ins promoter up -0.04, Lipid droplet 2, Dynein transport cytoplasmic EGFP -0.22, Dynein transport nuclear GR-EGFP 0.33, Dynein transport cell count -0.25, Ins promoter up cell count 1102, Lipid droplet cells 6.5 µM 726 and bCat nuc transl cell count 5 µM 1265.

Further compounds
Screening COC(=O)c1cccc(NC(=S)Nc2ccc(Cl)c(Cl)c2)c1 returned bCat nuc transl 2.0, Dynein transport -1.1, Ins promoter up -1.5, Lipid droplet -9, Dynein transport cytoplasmic EGFP -0.25, Dynein transport nuclear GR-EGFP -0.36, Dynein transport cell count -0.2, Ins promoter up cell count 1015, Lipid droplet cells 6.5 µM 696 and bCat nuc transl cell count 5 µM 1186.
O=C1c2oc3ccc(Cl)cc3c(=O)c2C(c2ccccn2)N1CCCN1CCOCC1 (stereo not drawn) was read as ER stress rescue -0.2%, XIAP antagonists -1.3%, bCat nuc transl 0.7, Ins promoter up -0.79, Lipid droplet 3, Ins promoter up cell count 1886, Lipid droplet cells 6.5 µM 666 and bCat nuc transl cell count 5 µM 1088.
For Cc1nnc(SCC(=O)c2ccccc2F)n1Cc1ccccc1 the results were bCat nuc transl -0.1, Dynein transport -1.4, Ins promoter up 0.06, Lipid droplet -8, Dynein transport cytoplasmic EGFP -0.12, Dynein transport nuclear GR-EGFP -0.099, Dynein transport cell count -0.27, Ins promoter up cell count 1099, Lipid droplet cells 6.5 µM 628 and bCat nuc transl cell count 5 µM 1258.
For Nc1ccccc1Nc1ccncc1[N+](=O)[O-] the results were ER stress rescue -2.7%, XIAP antagonists -2.6%, MT stabilizer 3.3, bCat nuc transl 1.1, Dynein transport -0.73, Ins promoter up 2.4, WT yeast gro inh -4, Autophagy mod inactive, WT yeast gro inh mutant strain -21, Dynein transport cytoplasmic EGFP -0.089, Dynein transport nuclear GR-EGFP -0.23, Dynein transport cell count 0.13, Ins promoter up cell count 970, bCat nuc transl cell count 5 µM 814, MT stabilizer Hoechst-high % 1.7, MT stabilizer cytotoxicity % 12 and Autophagy mod cell loss 18 h 1.
Screening CC(C)OP(=O)(OC(C)C)C(O)c1ccc(N(C)C)cc1 (stereo not drawn) returned bCat nuc transl -0.7, Dynein transport -0.22, Ins promoter up -0.13, Lipid droplet 9, Dynein transport cytoplasmic EGFP -0.22, Dynein transport nuclear GR-EGFP 0.47, Dynein transport cell count 0.57, Ins promoter up cell count 1059, Lipid droplet cells 6.5 µM 677 and bCat nuc transl cell count 5 µM 1346.
